hIAP activ = human IAP activators, primary screen, biochemical, luminescence, uHTS | Intestinal-type alkaline phosphatase (Homo sapiens), P09923 | purified human IAP, CDP-Star luminescence, 30 min; active compounds read high; 1 = vehicle-only enzyme, 0 = enzyme-free background | activation factor at 10 µM | hit rate 0.16% among 330,000;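 active = activation factor of the enzyme at least 2-fold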; also: the source names both 10 and 20 µM as test concentration; values of inactives mirror those of a sister screen read the other way
Target sequence (P09923 whole entry, looked up): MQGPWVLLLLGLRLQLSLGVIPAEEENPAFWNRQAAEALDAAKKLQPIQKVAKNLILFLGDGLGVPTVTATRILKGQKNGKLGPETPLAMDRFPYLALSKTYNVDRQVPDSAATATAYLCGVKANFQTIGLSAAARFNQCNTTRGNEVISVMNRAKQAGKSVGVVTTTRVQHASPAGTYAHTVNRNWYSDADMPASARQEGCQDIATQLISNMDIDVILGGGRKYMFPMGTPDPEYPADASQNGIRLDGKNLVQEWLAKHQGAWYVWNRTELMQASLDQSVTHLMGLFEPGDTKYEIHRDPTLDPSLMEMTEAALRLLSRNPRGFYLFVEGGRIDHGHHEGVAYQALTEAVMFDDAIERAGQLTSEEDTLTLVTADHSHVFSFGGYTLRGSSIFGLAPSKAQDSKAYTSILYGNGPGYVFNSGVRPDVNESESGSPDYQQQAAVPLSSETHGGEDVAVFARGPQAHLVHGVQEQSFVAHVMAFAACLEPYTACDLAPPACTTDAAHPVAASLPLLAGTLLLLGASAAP
mIAP act = activators of mouse IAP, primary screen, biochemical, luminescence, uHTS | intestinal alkaline phosphatase [Mus musculus] | muIAP, CDP-Star luminescence, 30 min; active compounds read high; 1 = vehicle-only enzyme signal, 0 = enzyme-free wells | activation factor at 10 µM | hit rate 0.24% among 330,000 | AID 2805, 2010;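 active = activation factor of at least 2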; also: the source names both 10 and 20 µM as test concentration; values of inactives mirror those of a sister screen read the other way
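System: mouse IAP enzyme. Reagent: CDP-Star chemiluminescent phosphatase substrate. Benchmarks: DMSO wells, no-enzyme wells. Times: 30 min enzyme-substrate-compound incubation at room temperature. Detection: luminescence from enzymatic CDP-Star hydrolysis. Doses: test compounds delivered from DMSO solution.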
A3A deaminase = APOBEC3A ssDNA deaminase inhibitors, primary screen, selectivity assay for APOBEC3G inhibitor project, biochemical, FAM/TAMRA oligo cleavage fluorescence; DNA dC->dU-editing enzyme APOBEC-3A (Homo sapiens), P31941; recombinant A3A, FAM/TAMRA ssDNA deamination fluorescence; inhibition, % at 20 µM; hit rate 0.41% among 330,000;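 active = at least 40% inhibition at 20 µM here, with at most 30% in a related deaminase screen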;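 also: plate controls were A3A with DMSO for no effect and wells lacking A3A enzyme for full effect; some results filed as inactive read as strong as hits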
Target sequence (P31941 whole entry, looked up): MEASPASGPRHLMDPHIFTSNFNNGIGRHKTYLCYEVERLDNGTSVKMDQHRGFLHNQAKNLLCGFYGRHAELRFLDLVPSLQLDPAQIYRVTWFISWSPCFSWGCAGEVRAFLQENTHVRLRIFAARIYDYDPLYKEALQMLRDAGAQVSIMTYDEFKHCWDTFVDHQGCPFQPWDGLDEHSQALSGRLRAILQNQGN
hIAP block = human IAP inhibitors, primary screen, biochemical, luminescence, uHTS | inhibition, % at 10 µM | Intestinal-type alkaline phosphatase (Homo sapiens), P09923 | hit rate 0.12% among 330,000 | AID 2544, 2010 | purified IAP, CDP-Star luminescence, 30 min;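 active = inhibition reaching a set limit with compound at 10 µM in the primary screen, cut at about 35% in these data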;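 also: plate controls were DMSO wells with enzyme for no effect and no-enzyme buffer wells for full effect; values of inactives mirror those of a sister screen read the other way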
mIAP inh = inhibitors of mouse IAP, primary screen, biochemical, luminescence, uHTS; intestinal alkaline phosphatase [Mus musculus]; purified mouse IAP, CDP-Star luminescence, 30 min; hit rate 0.2% among 330,000; inhibition, % at 10 µM; AID 2806, 2010;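 active = inhibition of at least 40% at 10 µM in the primary screen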;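 also: plate controls were DMSO with enzyme for no effect and no enzyme wells for full effect; values of inactives mirror those of a sister screen read the other way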
A3G deaminase = APOBEC3G DNA deaminase inhibitors, primary screen, biochemical, fluorescence, single-stranded DNA substrate, uHTS. hit rate 0.28% among 330,000. DNA dC->dU-editing enzyme APOBEC-3G (Homo sapiens), Q9HC16. inhibition, % at 20 µM. recombinant A3G, ssDNA deamination FAM/TAMRA fluorescence;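 active = inhibition of at least 40% at 20 µM, with no more than 30% in the related APOBEC3A deaminase screen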;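 also: plate controls were DMSO wells with A3G for no effect and wells lacking A3G enzyme for full effect; some compounds called inactive have numbers as strong as hits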
beta cell repl = inducers of MIN6 beta-cell proliferation, primary screen, ATP luminescence, uHTS; MIN6 cells proliferation, ATPlite luminescence, 48 h; cells starved in 0.2% serum; 100% = growth in 10% serum; proliferation, % at 10 µM; hit rate 0.29% among 330,000; AID 2380, 2010;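 active = compounds whose signal lies at least 3.5 SD above the mean of all wells on their plate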;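 also: 0% = DMSO-treated cells in low-serum medium and 100% = 10% serum control; some compounds called inactive have numbers as strong as hits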
NALP3 yeast inh = NALP3 inflammasome inhibitors in reconstituted yeast, primary screen, luminescence, uHTS. inhibition, % at 10 µM. hit rate 0.39% among 330,000. Yeast reconstituted NLRP3/ASC/caspase-1, beta-gal luminescence, 24 h;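 active = inhibition of 50% or more; inactive = inhibition below 50%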;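 also: plate controls were induced DMSO wells for no effect and uninduced yeast grown without galactose for full effect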
SENP1 FRET inh = human SENP1 catalytic domain inhibitors, primary screen, biochemical, FRET, uHTS; recombinant SENP1 catalytic domain, CyPet-SUMO1-YPet FRET cleavage; hit rate 0.21% among 360,000; inhibition, % at 10 µM; Sentrin-specific protease 1 (Homo sapiens), Q9P0U3;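 active = inhibition at least 30% at 10 µM, raw YFP signal under a set limit, fluorescence ratio 0.5 to 1.5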;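 also: 0% = enzyme with DMSO and 100% = no enzyme wells; some results filed as inactive read as strong as hits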
Target sequence (Q9P0U3 419-644 limits assumed): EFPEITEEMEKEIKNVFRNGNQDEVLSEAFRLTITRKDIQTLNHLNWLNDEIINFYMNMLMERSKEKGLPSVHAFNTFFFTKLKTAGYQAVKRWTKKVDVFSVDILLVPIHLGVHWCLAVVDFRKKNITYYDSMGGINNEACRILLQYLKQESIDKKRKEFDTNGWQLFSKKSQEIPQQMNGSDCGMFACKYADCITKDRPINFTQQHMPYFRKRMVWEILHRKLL
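Compound: 10 µM single point, 0.5% DMSO; Test system: hSENP1 catalytic domain, recombinant; Timing: 50 min reaction at room temperature; Technique: FRET, CFP and YFP emission; Control set: no-enzyme wells low, DMSO-plus-enzyme wells high control.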
The depositor's hits bear a star; / = not tested or not shown; & = joins results of further samples. A portion of the library; count on the stated rates, not on these rows.

SMILES	hIAP activ	mIAP act	A3A deaminase	hIAP block	mIAP inh	A3G deaminase	beta cell repl	NALP3 yeast inh	SENP1 FRET inh
O=C(C1COc2ccccc2O1)N1CCN(c2ccc(C(F)(F)F)cn2)CC1 (configuration not stated)	1	0.94	5	0	6	2	-2	18	-2
O=C(NC(=S)NC1CCCCCC1)c1cncc(Br)c1	0.81	0.87	-1	19	13	-7	0	22	1
CCOC(=O)c1cc2ccc3ccccc3c2oc1=O	0.84	1.1	-2	16	-5	-1	1	-13	-38
O=C(C1CC(=O)N(c2ccc(F)cc2)C1)N1CCOCC1 (configuration not stated)	1.2	1	-1	-19	-1	-9	4	3	2
CCOC(=O)c1c(C)[nH]c(C)c1S(=O)(=O)NCCc1sccc1C	0.87	1.1	1	13	-12	-1	-2	4	-1
COc1cc(/C=N/NC(=O)c2ccc(NS(=O)(=O)c3cccs3)cc2)cc(OC)c1O	1	1	3	-2	-1	2	-2	-8	2
COc1ccccc1CNC(=O)CN1C(=O)NC2(CCCCCC2)C1=O	0.85	1	3	15	-2	-2	-3	7	2
CCCN(CCC)CCNC(=O)Cn1cnc2sc(C)c(S(=O)(=O)N3CCOCC3)c2c1=O	1.2	1.1	5	-21	-5	2	-2	6	2
Cc1ccc(S(=O)(=O)N2CCC3(CC2)OCCO3)c(C)c1	0.84	0.91	2	16	9	-5	4	29	1
O=S(=O)(/C=C/c1ccccc1)Oc1ccccc1	0.97	0.93	-2	3	8	-7	-3	34	2
COc1ccc(NC(=O)c2sc(=S)[nH]c2N)cc1	1	0.97	-2	-1	3	29	-1	8	-7
COc1ccc(OC)c(NC(=O)CN2C(=O)c3ccccc3S2(=O)=O)c1	1.1	0.97	0	-6	3	-10	1	14	-1
O=C(Cn1cncn1)N/N=C/c1cc([N+](=O)[O-])ccc1O	1.4	0.9	-1	-36	10	-4	-1	21	5
COc1ccc(C(=O)CN2CCN(c3cc(C)nc4ccccc34)CC2)cc1	0.91	1	1	10	-1	-3	-2	13	-15
COC(=O)C(NC(=O)c1ccccc1)=C1CCCCC1	0.98	1.1	-1	2	-7	-5	-1	13	-1
CCOC(=O)C1=C(CS(=O)(=O)c2ccc(F)c(C)c2)NC(=O)NC1c1ccc(O)c(O)c1 (configuration not stated)	0.92	0.81	-3	8	19	-5	-2	9	2
O=C(NCC1CCCO1)c1cc(S(=O)(=O)N2CCOCC2)c(Cl)cc1Cl (configuration not stated)	1.2	1.2	0	-23	-17	0	-6	-5	0
O=C(CCNS(=O)(=O)c1ccc(Br)cc1)N1CCN(c2ccccc2O)CC1	0.88	0.97	-1	12	3	-8	5	4	-2
CC(C)CC(C)NC(=O)c1ccc(C(F)(F)F)cc1 (configuration not stated)	1.1	1.1	-5	-15	-6	-4	1	-1	1
CCN(C(=O)CSc1nnc(-c2ccncc2)n1-c1ccccc1)C1CCS(=O)(=O)C1 (configuration not stated)	1.2	1.1	-7	-24	-14	-10	-4	3	-3
COC(=O)c1ccc(CN(C(C)=O)c2ccccc2)o1	0.86	1	-2	14	-5	-3	0	0	3
CCCC12CN3CC(C)(CN(C1)C3c1ccc([N+](=O)[O-])o1)C2=O (configuration not stated)	0.86	0.96	0	14	4	-5	0	14	3
O=c1c2ccccc2nnn1Cc1nnc(-c2ccccc2Br)o1	0.89	1.1	6	11	-7	2	-2	16	-1
CSCCC(=O)Nc1cc(S(=O)(=O)N2CCOCC2)ccc1N1CCN(C)CC1	0.9	0.92	0	10	8	-1	-2	17	1
Cc1ccc(-n2ncc(C(=O)Nc3cc(Cl)ccc3Cl)c2C2CCNCC2)cc1	0.98	1.1	2	2	-6	-4	-4	15	-1
SMILES	hIAP activ	mIAP act	A3A deaminase	hIAP block	mIAP inh	A3G deaminase	beta cell repl	NALP3 yeast inh	SENP1 FRET inh
Cc1ccc(CN2C(=O)C(CC(C)C)Nc3ncnc(N4CCOCC4)c32)cc1 (configuration not stated)	0.94	1.1	-5	6	-7	-5	3	21	3&1
CCC1Nc2ncnc(N3CCc4ccccc4C3)c2N(Cc2ccc(Cl)cc2)C1=O (configuration not stated)	1.1	1.1	-5	-14	-9	-3	-6	-11	-16
COc1ccc(NC(=O)CC2C(=O)N(Cc3ccco3)C(=S)N2C(C)C)cc1 (configuration not stated)	0.96	1.1	-1	4	-11	-8	-2	-4	3
C/C(=N\NC(=O)Nc1ccccc1)c1ccccc1	1.2	1	2	-18	-2	-2	-1	9	4
CSc1ccc(CN(C)CC(=O)NC(=O)NCCC2=CCCCC2)cc1	0.96	0.94	-3	4	6	0	-2	28	0
CCc1ccc(NC(=O)C2=CC=CN3CCS(=O)(=O)N=C23)cc1	0.97	0.94	1	3	6	-11	11*	11	0
Cc1ccc(CN2C(=O)CCC2C(=O)NC2CCCC2)cc1 (configuration not stated)	1.1	1	-7	-9	-4	-5	0	-4	2
Cc1cc(C)nc(SCCS(=O)(=O)Cc2ccc(Cl)cc2)n1	0.92	0.95	-4	8	5	-6	-3	-3	-1
CN1CCN(S(=O)(=O)c2cccs2)CC1	1.1	0.88	-1	-13	12	-5	-2	0	2
COc1ccc(C2C(C#N)=C(N)N3C(=C2C#N)Sc2ccccc23)cc1 (configuration not stated)	1	1.1	-7	-3	-7	-13	0	-1	/
c1ccc2c(c1)[nH]c1c3ccccc3sc21	0.96	1.1	-6	4	-7	-6	0	29	2
Cc1ccc(N(C(=O)c2csnn2)C(C(=O)NC2CCCCC2)c2cccnc2)cc1 (configuration not stated)	0.95	0.99	-1	5	1	-6	1	8	0
Cc1ccccc1C(C(=O)NC1CCCC1)N(C(=O)Cc1cccs1)c1ccc2c(c1)OCCO2 (configuration not stated)	1	1.1	1	-1	-7	-4	-5	14	0
CCCCS(=O)(=O)C1CCS(=O)(=O)C1 (configuration not stated)	1	1	2	-1	-3	-2	-2	14	4
COCCN1CCn2c(nc3cc(NC(=O)c4ccc(OC)cc4)ccc32)C1	1.2	0.97	-2	-19	3	-1	-1	9	-8
Cc1ccc(CNC(=O)C2CCCN(S(=O)(=O)c3c(C)noc3C)C2)cc1 (configuration not stated)	1.1	1	-2	-5	0	-7	2	5	4
O=C1CC(N2CCN(c3ccc(Cl)cc3)CC2)C(=O)N1c1ccccc1 (configuration not stated)	0.94	1	-4	6	-1	-5	-2	20	1
Cc1cc(C(=O)c2ccccc2)nc2ccccc12	0.9	1	0	10	-1	-2	-2	10	0
CCOC(=O)c1c(C)[nH]c(O)c1C=Nc1ccccc1	0.96	0.84	-2	4	16	-1	3	5	2
Cc1ccnc(Nc2nc(-c3ccccc3)cs2)c1	0.96	1	0	4	-1	-4	-5	24	1
COc1ccc2c(COC(=O)CCS(=O)(=O)c3ccc(C)cc3)cc(=O)oc2c1	1.2	0.94	-5	-19	6	-4	-2	-7	-19
Cc1cccc(C)c1OCCCCN1CCCCC1	0.78	0.99	-7	22	1	-4	0	7	-1
CC(=O)c1cccc(NC(=O)COC(=O)CCc2ccc(S(=O)(=O)N3CCOCC3)cc2)c1	0.97	0.96	3	3	4	-10	0	16	1
OCC[C@H]1C[C@@H](O)[C@H](O)[C@@]2(CCCO2)O1	0.86	0.98	-4	14	2	-8	0	2	0
Cc1ccc(C(C)C)cc1OCC(=O)NC1CCCCCCC1	0.94	1	0	6	-3	-12	-7	4	-1
CC(=O)Nc1cc(NC(C)=O)cc(C(=O)OCC(=O)c2ccc3c(c2)NC(=O)CO3)c1	0.94	0.95	-1	6	5	0	-1	16	0
COc1ccc(Cc2nc3ccccc3n2CC(=O)N/N=C/c2ccc(O)cc2)cc1OC	1.4	0.97	1	-41	3	-1	-3	2	4
CCOc1cccc(C(=O)Nc2cccc(NC(=O)c3ccco3)c2)c1	0.94	0.99	-3	6	1	-4	1	1	0
O=C(C1CCCN(Cc2ccccc2F)C1)N1CCCC1 (configuration not stated)	0.96	1	4	4	-4	1	1	19	0

Among those listed so far, 13 contain a halogen:
SMILES	hIAP activ	mIAP act	A3A deaminase	hIAP block	mIAP inh	A3G deaminase	beta cell repl	NALP3 yeast inh	SENP1 FRET inh
O=C(C1COc2ccccc2O1)N1CCN(c2ccc(C(F)(F)F)cn2)CC1 (configuration not stated)	1	0.94	5	0	6	2	-2	18	-2
O=C(NC(=S)NC1CCCCCC1)c1cncc(Br)c1	0.81	0.87	-1	19	13	-7	0	22	1
O=C(C1CC(=O)N(c2ccc(F)cc2)C1)N1CCOCC1 (configuration not stated)	1.2	1	-1	-19	-1	-9	4	3	2
CCOC(=O)C1=C(CS(=O)(=O)c2ccc(F)c(C)c2)NC(=O)NC1c1ccc(O)c(O)c1 (configuration not stated)	0.92	0.81	-3	8	19	-5	-2	9	2
O=C(NCC1CCCO1)c1cc(S(=O)(=O)N2CCOCC2)c(Cl)cc1Cl (configuration not stated)	1.2	1.2	0	-23	-17	0	-6	-5	0
O=C(CCNS(=O)(=O)c1ccc(Br)cc1)N1CCN(c2ccccc2O)CC1	0.88	0.97	-1	12	3	-8	5	4	-2
CC(C)CC(C)NC(=O)c1ccc(C(F)(F)F)cc1 (configuration not stated)	1.1	1.1	-5	-15	-6	-4	1	-1	1
O=c1c2ccccc2nnn1Cc1nnc(-c2ccccc2Br)o1	0.89	1.1	6	11	-7	2	-2	16	-1
Cc1ccc(-n2ncc(C(=O)Nc3cc(Cl)ccc3Cl)c2C2CCNCC2)cc1	0.98	1.1	2	2	-6	-4	-4	15	-1
CCC1Nc2ncnc(N3CCc4ccccc4C3)c2N(Cc2ccc(Cl)cc2)C1=O (configuration not stated)	1.1	1.1	-5	-14	-9	-3	-6	-11	-16
Cc1cc(C)nc(SCCS(=O)(=O)Cc2ccc(Cl)cc2)n1	0.92	0.95	-4	8	5	-6	-3	-3	-1
O=C1CC(N2CCN(c3ccc(Cl)cc3)CC2)C(=O)N1c1ccccc1 (configuration not stated)	0.94	1	-4	6	-1	-5	-2	20	1
O=C(C1CCCN(Cc2ccccc2F)C1)N1CCCC1 (configuration not stated)	0.96	1	4	4	-4	1	1	19	0
